High-throughput results: PubChem, NCI
NCI-60 one-dose screen, 48 h, at 10 µM unless noted. Numbers give growth in % (100 = growth as untreated, 0 = no growth, -100 = all killed).
UO-31: UO-31 renal cancer; actives 5.2% (n = 81,000)
CAKI-1: CAKI-1 renal cancer. actives 4.7% (n = 75,000). AID 1794772
SN12C: SN12C renal cancer cells | AID 1794767 | actives 3.8% (n = 81,000)
RXF 393: RXF 393 renal cancer cells. actives 6.9% (n = 77,000). AID 1794773
DU-145: DU-145 prostate cancer. actives 4.2% (n = 81,000)
ACHN: ACHN renal cancer; actives 4.9% (n = 81,000); AID 1794771
A498: A498 renal cancer cells. actives 5.4% (n = 76,000)
TK-10: TK-10 renal cancer cells | actives 3.9% (n = 81,000) | AID 1794769
786-0: 786-0 renal cancer cells; actives 5.1% (n = 81,000); AID 1794775
The depositor's hits bear a star; . = no result given; & = joins results of further samples. Rule for the calls: active = growth percent below 10; inactive = the rest.

SMILES | UO-31 | CAKI-1 | SN12C | RXF 393 | DU-145 | ACHN | A498 | TK-10 | 786-0
N#Cc1c(NC(=O)c2ccc([N+](=O)[O-])o2)[n+]([O-])c2ccc(F)cc2[n+]1[O-] | 45.0 | 102.2 | 89.0 | . | 103.7 | 95.5 | 98.7 | 111.5 | 106.5
CCOC(=O)/C(C#N)=C\c1cccnc1 | 88.2 | . | 98.9 | 115.7 | 112.0 | 105.0 | 87.1 | 98.3 | 93.0
O=S(=O)(NCCNc1cc(-c2cn(-c3ccccc3)nc2-c2cccc(O)c2)ccn1)c1ccc(C(F)(F)F)cc1 | -39.8* | -1.9* | 33.9 | 40.5 | 71.8 | 18.3 | 52.6 | 59.9 | 35.8
Cc1c(Cc2ccccc2)c(=O)oc2c(C)c(OCc3nnc(SC(C)C)o3)ccc12 | 79.9 | . | 102.0 | 101.3 | 105.3 | 102.9 | 86.5 | 107.4 | 97.4
COc1ccc(-n2nc(NC(=O)c3ccccc3)c(-c3ccccc3)n2)cc1 | 80.8 | 91.8 | 94.0 | 96.5 | 107.6 | 98.1 | 83.6 | 105.5 | 96.0
CC1(C)NCCC[C@]2(C)[C@H]3C=CC4=C5C[C@](C)(COC(=O)CCC(=O)O)CC[C@]5(C)CC[C@@]4(C)[C@]3(C)CC[C@@H]12 | 82.1 | 85.0 | 56.3 | . | 97.0 | 30.7 | 140.2 | 93.3 | 68.5
COc1ccc(-c2sc3nc(-c4ccc(Cl)cc4)c(/C=C/c4ccc(F)cc4)n3c2-c2ccc(OC)cc2)cc1 | 74.9 | 82.5 | 98.4 | 103.8 | 111.6 | 97.5 | 96.3 | 111.4 | 95.4
Cc1cc(C)c2c(n1)sc1c(Nc3onc4ncccc34)ncnc12 | 94.5 | 103.9 | 97.7 | 96.2 | 104.5 | 91.1 | 93.1 | 94.8 | 98.9
COc1ccc(NC(=O)c2sc3nc(-c4cnccn4)cc(-c4cccs4)c3c2N)cc1 | 52.3 | 36.4 | 80.8 | 31.7 | 88.9 | 43.8 | 49.5 | 104.7 | 62.7
OCC(O)C1OC(Oc2ccccc2)C(O)C(O)C1O (stereo not given) | 88.5 | 90.7 | 97.0 | 116.9 | 110.2 | 101.8 | 107.7 | 104.0 | 116.3
Nc1nc(Cl)cc(Nc2ccccc2Br)n1 | 88.4 | . | 97.9 | 108.1 | 98.1 | 116.8 | 79.7 | 95.3 | 101.2
CC(=S)N=Cc1c(C)[nH]n(-c2ccccc2)c1=O | 81.8 | 101.8 | 101.1 | 100.3 | 101.2 | 102.8 | 83.0 | 116.3 | 104.9
N#CCCCN1C(=O)c2ccccc2C1=O | . | 42.3 | 95.1 | . | 118.5 | 97.1 | 116.8 | 81.7 | 127.3
CC1CCCCN1CCCNC(=O)c1ccc(N)cc1 (stereo not given) | 73.7 | 96.1 | 104.6 | 94.3 | . | 98.6 | 71.9 | 109.5 | 98.0
COc1ccc(C(=O)COc2cccc(/C=C3\Oc4ccccc4C3=O)c2)cc1 | 31.5 | 44.3 | 98.5 | 102.2 | 118.1 | 102.5 | 117.6 | 125.0 | 129.3
CC1(C)[C@H](O)CC[C@]2(C)[C@@H]1CC[C@@]13C[C@H](CC[C@H]12)[C@]1(CO1)C3 | 92.9 | 94.4 | 95.2 | . | 110.0 | 106.4 | 100.0 | 113.9 | 109.3
COc1ccc2nc(Cl)cc(C)c2c1 | 107.1&84.9 | 85.6 | 102.7&107.2 | 75.9&91.6 | 101.2&104.0 | 118.4&104.9 | 83.4&86.0 | 78.9&73.7 | 79.2&97.2
C#CCSc1nc2sc3c(c2c(=O)n1-c1ccc([N+](=O)[O-])cc1)CCCCC3 | 69.6 | 68.0 | 88.9 | 113.2 | 93.9 | 90.3 | 99.9 | 106.3 | 101.8
O=C(c1nc2ccccc2[nH]1)C1C(c2ccc(C(F)(F)F)cc2)C2CSCN2[C@@]12C(=O)Nc1ccccc12 (stereo not given in full) | 55.4 | 78.6 | 90.7 | 90.1 | 97.0 | 89.6 | . | 120.2 | 99.4
CC(CN1CCN(CCOCCO)CC1)CN1c2ccccc2Sc2ccc(Cl)cc21 (stereo not given) | 50.1 | 69.4 | 69.9 | 56.8 | 70.3 | 69.4 | 43.9 | 74.4 | 65.5
Oc1nc(NCCN2CCOCC2)sc1/C=C1\C=Nc2ncccc21 | 104.6 | 90.0 | 105.0 | 100.6 | 102.9 | 104.6 | 80.7 | 79.1 | 84.9
Nc1nc(Nc2ccc(Br)cc2)n(Cc2cccc(Br)c2)n1 | 82.6 | 81.1 | 96.8 | 102.9 | 103.9 | 100.7 | 108.7 | 119.2 | 100.1
O=S(=O)(O)c1ccc(O)c2ccccc12 | 77.7 | 68.5 | 103.5 | 107.9 | 114.7 | 100.4 | 111.9 | . | 100.6
CC(=O)CC(C)(C)NC(=S)Nc1cccc2ccccc12 | 76.2 | 98.9 | 103.3 | 109.9 | 113.0 | 93.4 | 87.3 | 83.4 | 104.3
C[C@]12CCC3c4ccc(O)cc4CCC3C1CC[C@@H]2O (stereo not given in full) | 79.3 | 75.5 | 89.5 | 109.2 | 108.5 | 95.0 | 113.1 | . | 100.6

Next part:
SMILES | UO-31 | CAKI-1 | SN12C | RXF 393 | DU-145 | ACHN | A498 | TK-10 | 786-0
CN(C)CCCN(Cc1ccccc1O)C(=S)Nc1cccc2ccccc12 | 95.7 | 103.3 | 97.9 | 95.0 | 112.0 | 101.6 | 63.1 | 101.7 | 101.8
CN1CCc2nc(N)sc2C1 | 85.7 | 88.9 | 97.6 | 133.9 | 111.2 | 99.1 | 114.4 | 96.4 | 98.9
CCN1CCN(Cc2ccc(C(=O)Nc3ccc(C)c(Oc4ccc(-c5[nH]nc6ncnc(N)c56)cc4)c3)cc2C(F)(F)F)CC1 | 84.4 | 88.3 | 86.5 | 44.3 | 98.6 | 91.9 | 98.4 | 117.0 | 69.4
O=C1/C(=C/c2cnc(-c3ccccc3)s2)SC(=S)N1Cc1ccc2c(c1)OCO2 | 86.5 | 37.3 | 72.9 | 10.5 | 86.0 | 42.1 | 45.2 | 78.4 | 31.2
COc1ccc(/C=C/C(=O)c2cccc(OCC(=O)O)c2)cc1 | 93.9 | 99.4 | 101.3 | 115.5 | 109.4 | 104.7 | . | 107.9 | 110.6
COc1ccc(/C=C2\CNCC3=C2Nc2nc(SC)[nH]c(=O)c2C3c2ccc(OC)cc2)cc1 (stereo not given) | 65.8 | 86.6 | 94.9 | 86.3 | 104.3 | 102.3 | 50.3 | 97.0 | 90.6
CCCCCOC(=O)N1CCCCC1CCCC (stereo not given) | 87.9 | 92.9 | 107.4 | 125.5 | 110.6 | 102.1 | 103.8 | 106.9 | 106.9
N=C1NC(=O)C/C1=C1/Nc2ccccc2S1 | 70.1 | 97.9 | 89.0 | 101.3 | 94.1 | 85.0 | 72.9 | 114.3 | 95.5
CCCCn1c(=O)c(/C=C/C(=O)/C=C/c2ccc3c(c2)OCO3)cc2cc(OC)ccc21 | 84.4 | 91.0 | 74.7 | 104.4 | 85.8 | 101.8 | 95.5 | 138.4 | 107.2
O=C1c2ccccc2C(=O)c2c1ccc1c(=O)n(-c3ccccc3C(F)(F)F)nnc21 | 22.6 | 24.3 | 6.0* | 28.9 | 47.7 | 23.6 | 82.0 | 54.8 | 60.5
O=C1C(SCc2ccccc2)=C(Cl)CN1c1ccc(Cl)cc1 | -88.1* | 90.7 | 100.2 | 106.9 | 49.5 | 98.1 | 113.5 | 111.3 | 103.3
Cc1cc(NCc2cc(Nc3ccnc4cc(Cl)ccc34)ccc2F)nc(Cl)n1 | 30.0 | 56.5 | 37.2 | 62.9 | 60.0 | 46.6 | 41.3 | 38.1 | 50.7
O=C(Nc1c(Cl)cccc1Cl)Oc1c(Br)cc(Br)cc1Br | 89.5 | 99.0 | 106.1 | 104.5 | 110.5 | 97.9 | 94.6 | 117.3 | 96.3
CC1(c2ccccc2)OC(=O)c2ccccc21 (stereo not given) | 88.5 | . | 99.8 | 102.1 | 105.0 | 107.9 | 91.3 | 96.4 | 94.4
O=C(CN1C(=O)S/C(=C\c2ccccc2)C1=O)Nc1ncc(Cc2ccc(Cl)cc2)s1 | 74.2 | 65.3 | 90.9 | 89.2 | 80.8 | 71.2 | 89.1 | 98.1 | 99.3
O=c1nc(Nc2ccccc2)sc2ccccc12 | 73.8 | 84.6 | 96.6 | 84.0 | 100.0 | 92.9 | 119.0 | 116.4 | 103.2
CCOC(=O)c1sc(Nc2nc(O)c(C3=c4cc(Cl)ccc4=NC3=O)s2)nc1C | 85.7 | . | 102.6 | 103.3 | 101.4 | 106.4 | 98.6 | 106.2 | 102.6
Cc1ccccc1SCCC(=O)O | 83.1 | 92.7 | 101.0 | 109.4 | 111.1 | 102.6 | 98.1 | 123.8 | 95.4
C/C(=N/NC(N)=S)c1ccc(Nc2nc(SCCC(C)C)nc(-c3ccccc3)c2C#N)cc1 | 101.0 | 107.9 | 104.8 | 114.7 | 111.5 | 105.6 | 108.9 | 106.1 | 100.6
Fc1ccc(-c2csc(=Nc3ccccc3)n2-c2cccc(-n3c(-c4ccc(F)cc4)csc3=Nc3ccccc3)c2)cc1 | 73.7 | 77.8 | 92.5 | 88.4 | 82.9 | 97.7 | 106.4 | 116.6 | 95.8
CCN(CC)CCSc1ccccc1 | 88.3 | 101.9 | 107.3 | 103.7 | 107.9 | 95.4 | 83.3 | 104.0 | 99.5
O=C(CN1C(=O)NC2NC(=O)NC21)N/N=C/c1ccc(Br)cc1 (stereo not given) | 89.5 | 89.4 | 92.5 | 92.7 | 107.3 | 104.0 | 105.5 | 105.9 | 97.6
CCOc1ccc(Nc2nc(-c3c(C)nc4ncccn34)cs2)cc1 | 33.9 | 34.1 | 14.3 | -1.2* | 0.9* | 20.5 | -17.2* | 54.1 | 9.7*
CC(=O)C1(O)C=C/C(=C/Nc2ccccc2C(=O)O)C1=O (stereo not given) | 72.6 | 89.3 | 100.0 | . | 108.7 | 100.9 | 104.5 | 99.3 | 98.5
C#CCn1cc(/C=N/Nc2nc(-c3ccc(OC)cc3)cs2)c2ccccc21 | 83.6 | 94.1 | 89.9 | 103.7 | 104.0 | 93.6 | 87.4 | 183.6 | 107.2

Next results follow.
SMILES | UO-31 | CAKI-1 | SN12C | RXF 393 | DU-145 | ACHN | A498 | TK-10 | 786-0
CNc1cc2nc3cc(NC)c(C)cc3cc2cc1C | 34.5 | 7.6* | 14.2 | 11.9 | 18.5 | 20.6 | 16.5 | 24.5 | 12.9
CC(=O)/C(=C/N1CC(=O)NC1=S)C(=O)Nc1ccc([N+](=O)[O-])cc1 | 78.3 | 93.5 | 107.7 | 114.2 | 84.5 | 92.3 | 104.1 | 116.1 | 99.7
O=C(OCC(O)C(=O)NC12CC3CC(CC(C3)C1)C2)c1ccc(Cl)cc1 (stereo not given) | 85.3 | 97.5 | 103.6 | 106.6 | 108.6 | 103.1 | 97.0 | 87.0 | 101.3
O=c1cc(-n2nncc2Cn2c3ccccc3c3ccccc32)c2ccccc2[nH]1 | 68.4 | 82.4 | 93.4 | . | 99.3 | 84.2 | 91.9 | 112.5 | 102.8
N#Cc1c(N)nc(-c2ncccn2)nc1-c1c[nH]c2ccccc12 | 60.8 | . | 101.2 | 98.8 | 102.2 | 96.3 | 79.4 | 125.3 | 96.9
COc1ccccc1/C=C/c1cccc(NC(=S)NCCCCN(C)C)c1 | -84.9* | -87.8* | -96.6* | -94.2* | -69.0* | -100.0* | -65.9* | -82.7* | -55.3*
COc1cccc(C(=O)c2ccncc2C(=O)O)c1OC | 92.5 | 95.9 | 103.3 | 103.4 | 108.2 | 102.9 | 78.1 | 90.2 | 93.8
CC(=O)/C(C)=C\C1C(C)=CCCC1(C)C (stereo not given) | 81.4 | 99.6 | 102.3 | 127.5 | 111.6 | 104.2 | 104.1 | 106.2 | 95.6

Part of the list above in another layout:
SMILES	UO-31	CAKI-1	SN12C	RXF 393	DU-145	ACHN	A498	TK-10	786-0
Fc1ccc(-c2csc(=Nc3ccccc3)n2-c2cccc(-n3c(-c4ccc(F)cc4)csc3=Nc3ccccc3)c2)cc1	73.7	77.8	92.5	88.4	82.9	97.7	106.4	116.6	95.8
CCN(CC)CCSc1ccccc1	88.3	101.9	107.3	103.7	107.9	95.4	83.3	104.0	99.5
O=C(CN1C(=O)NC2NC(=O)NC21)N/N=C/c1ccc(Br)cc1 (stereo not given)	89.5	89.4	92.5	92.7	107.3	104.0	105.5	105.9	97.6
CCOc1ccc(Nc2nc(-c3c(C)nc4ncccn34)cs2)cc1	33.9	34.1	14.3	-1.2*	0.9*	20.5	-17.2*	54.1	9.7*
CC(=O)C1(O)C=C/C(=C/Nc2ccccc2C(=O)O)C1=O (stereo not given)	72.6	89.3	100.0	.	108.7	100.9	104.5	99.3	98.5
C#CCn1cc(/C=N/Nc2nc(-c3ccc(OC)cc3)cs2)c2ccccc21	83.6	94.1	89.9	103.7	104.0	93.6	87.4	183.6	107.2
CNc1cc2nc3cc(NC)c(C)cc3cc2cc1C	34.5	7.6*	14.2	11.9	18.5	20.6	16.5	24.5	12.9
CC(=O)/C(=C/N1CC(=O)NC1=S)C(=O)Nc1ccc([N+](=O)[O-])cc1	78.3	93.5	107.7	114.2	84.5	92.3	104.1	116.1	99.7
O=C(OCC(O)C(=O)NC12CC3CC(CC(C3)C1)C2)c1ccc(Cl)cc1 (stereo not given)	85.3	97.5	103.6	106.6	108.6	103.1	97.0	87.0	101.3
O=c1cc(-n2nncc2Cn2c3ccccc3c3ccccc32)c2ccccc2[nH]1	68.4	82.4	93.4	.	99.3	84.2	91.9	112.5	102.8
N#Cc1c(N)nc(-c2ncccn2)nc1-c1c[nH]c2ccccc12	60.8	.	101.2	98.8	102.2	96.3	79.4	125.3	96.9
